Compound activity as filed in PubChem.
Htt clearance – compounds clearing mutant huntingtin protein; HeLa Exon1htt(103Q)mCFP, aggregate imaging; zero = plate's median compound well; inhibition, % at 1.5 µM; 0.42% of 47,000 active; AID 853;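 active = inhibition of aggregate fluorescence above about 70%, also judged a hit by eye on the cell image, limit read from the data, passing the limit was not always enough; inconclusive = no rule stated for this call; inactive = not judged a hit on image review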;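 also: cells exposed to compound for three days before fixation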
Htt clearance grain fraction – also measured in Htt clearance; calls as there; fraction fluorescence in grains; measured here: aggregate grain fluorescence fraction; active compounds read low;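 scaled fraction of total cell fluorescence in grains with unit not stated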
* = called active by the depositor.

How did CCOC(=O)/C(C#N)=C1/CCCCCN1C do in these assays?
Htt clearance: 33.4; Htt clearance grain fraction: 13.8

Results for Cc1cc(C(=O)Nc2ccc3c(c2)OCO3)cs1 ?
Htt clearance: 15.7; Htt clearance grain fraction: 17.3

What do the screens show for `CSCCC(NC(=O)c1ccccc1)C(=O)NC1CCCC1` (centres undefined)?
Htt clearance: 39.4; Htt clearance grain fraction: 11.8

How did Cc1ccc2[nH]cc(C(=O)CN3CCN(c4ccccn4)CC3)c2c1 do in these assays?
Htt clearance: -28.8; Htt clearance grain fraction: 47.4

Results for COc1ccc(C2C(C#N)=C(C)NC3=C2C(=O)c2ccccc23)cc1 (centres undefined) ?
Htt clearance: -136.8; Htt clearance grain fraction: 101

What do the screens show for `CCCn1c2ccccc2c2nnc(SCC(=O)OC)nc21`?
Htt clearance: -2.7; Htt clearance grain fraction: 35.1

How did CCN(CC)S(=O)(=O)c1ccc(C(=O)Nc2ccc(OCC(=O)N3CCOCC3)cc2)cc1 do in these assays?
Htt clearance: 12.4; Htt clearance grain fraction: 35.7

How did CC1=NOC(=O)/C1=C/c1ccc(-c2ccc(Cl)cc2)o1 do in these assays?
Htt clearance: -50.5; Htt clearance grain fraction: 34

What do the screens show for `CCCNc1ncnc2sc(C)c(C)c12`?
Htt clearance: -9.6; Htt clearance grain fraction: 20.2

How did COc1ccc(Cl)c(Cn2c(NCCCN(C)C)nc3c2c(=O)n(C)c(=O)n3C)c1 do in these assays?
Htt clearance: -28.9; Htt clearance grain fraction: 21.5

How did Cc1ccc2nc(N3CCN(S(=O)(=O)c4ccc(C)c(Cl)c4)CC3)c(C#N)cc2c1 do in these assays?
Htt clearance: -10.7; Htt clearance grain fraction: 21.6

Results for Cn1c(=O)[nH]c(=O)c2c1nc(CN1CCOCC1)n2CCCO ?
Htt clearance: -13.6; Htt clearance grain fraction: 24.9

Results for CCSc1nnc(-c2ccc(S(=O)(=O)N3CCCC3)cc2)n1C ?
Htt clearance: 19.7; Htt clearance grain fraction: 17.2

How did Cc1nnc(SCCn2c(N3CCC(C)CC3)nc3c2c(=O)[nH]c(=O)n3C)s1 do in these assays?
Htt clearance: inconclusive

How did COc1ccc(OCC(=O)Nc2ccc(S(=O)(=O)N3CCCCCC3)cc2)cc1 do in these assays?
Htt clearance: -12.9; Htt clearance grain fraction: 19

What do the screens show for `COc1ccc2nc(SCC(=O)N3CCNC3=O)[nH]c2c1`?
Htt clearance: 2.8; Htt clearance grain fraction: 33.1

What do the screens show for `O=C(CSc1ccc2nnc(-c3ccccn3)n2n1)NCc1ccc2c(c1)OCO2`?
Htt clearance: 4.0; Htt clearance grain fraction: 32.2

Results for CCOC(=O)c1[nH]c(C)c(C(=O)N2CCN(C(=O)c3ccco3)CC2)c1C ?
Htt clearance: 28.2; Htt clearance grain fraction: 13.7

What do the screens show for `O=C(c1cccnc1)N1CCN(C(=O)c2ccccc2F)CC1`?
Htt clearance: -21.8; Htt clearance grain fraction: 19.9

Results for Cc1cccc(NC(=O)CSc2nnc(Cn3nnc(-c4ccccc4)n3)n2-c2ccccc2)c1 ?
Htt clearance: 55.7; Htt clearance grain fraction: 8.96

How did CCOC(=O)CN(C(=O)CSc1nnc(-c2ccc(OC)c(OC)c2)o1)c1ccccc1 do in these assays?
Htt clearance: inactive; Htt clearance grain fraction: 300

What do the screens show for `CC(=O)c1c(O)cc(C)n(Nc2nc(C)cc(C)n2)c1=O`?
Htt clearance: 16.9; Htt clearance grain fraction: 13.9

Results for O=C(C1CCCCC1)N1CCCC(c2nc(-c3ccc(F)cc3)no2)C1 (centres undefined) ?
Htt clearance: -29.9; Htt clearance grain fraction: 23.6

How did CN(CC(=O)NCc1ccc(F)cc1)S(=O)(=O)c1cccc2nsnc12 do in these assays?
Htt clearance: 29.2; Htt clearance grain fraction: 26.2

How did Cc1ccc(OCCCC(=O)Nc2ccc(N3CCOCC3)cc2)cc1 do in these assays?
Htt clearance: -70.6; Htt clearance grain fraction: 64.2

How did NC(=O)C1CCN(C(=O)c2cnn(-c3ccccc3)c2NC(=O)c2ccco2)CC1 do in these assays?
Htt clearance: -15.9; Htt clearance grain fraction: 39.3

How did COc1ccc(S(=O)(=O)N2CCCC(C(=O)Nc3cccc(C(C)=O)c3)C2)cc1 (centres undefined) do in these assays?
Htt clearance: 18.9; Htt clearance grain fraction: 13.9

How did COc1ccc(C2C(C(=O)N3CCCC3)c3cc(OC)c(OC)cc3C(=O)N2C)cc1 (centres undefined) do in these assays?
Htt clearance: -6.6; Htt clearance grain fraction: 25.2

How did O=C(NCC(=O)N(c1cnc2ccccc2c1)C(C(=O)NC1CCCC1)c1ccncc1)c1ccco1 (centres undefined) do in these assays?
Htt clearance: -23.2; Htt clearance grain fraction: 23.6

What do the screens show for `COCCNC(=O)C(c1ccc(C)cc1)N(C(=O)CCC(=O)Nc1ccccn1)C1CCCC1` (centres undefined)?
Htt clearance: 4.2; Htt clearance grain fraction: 18.3

How did CCC(Sc1ncccc1C(=O)OC(C)C)C(=O)N1CCOCC1 (centres undefined) do in these assays?
Htt clearance: -55.0; Htt clearance grain fraction: 58.3

How did O=C1c2oc3ccccc3c(=O)c2C(c2cccc(F)c2)N1CCCO (centres undefined) do in these assays?
Htt clearance: -21.5; Htt clearance grain fraction: 41.6

What do the screens show for `Cc1ccc(N2C(=O)CC(Sc3ncn[nH]3)C2=O)cc1C` (centres undefined)?
Htt clearance: 14.9; Htt clearance grain fraction: 32

How did C=CCN(CC=C)C(=O)c1ccccc1NC(=O)c1ccccc1C do in these assays?
Htt clearance: -36.7; Htt clearance grain fraction: 54.3

How did COc1ccc2[nH]c(C)cc(=O)c2c1 do in these assays?
Htt clearance: -55.9; Htt clearance grain fraction: 31.2

Results for CCn1nc(C)c(NC(=O)CCSc2nc(-c3ccco3)cc(C(F)(F)F)n2)c1C ?
Htt clearance: -2.9; Htt clearance grain fraction: 44.7

Results for CC(=O)Nc1ccc2c(c1)nc(CCNC(=O)c1ccccc1)n2C ?
Htt clearance: -3.5; Htt clearance grain fraction: 18.4

What do the screens show for `COc1ccc(C(=O)CSc2nnc(-c3cc(C)cc(C)c3)o2)cc1`?
Htt clearance: 6.2; Htt clearance grain fraction: 19.4

What do the screens show for `Cc1cccc2cc(C#N)c(SCC(=O)NCC3CCCO3)nc12` (centres undefined)?
Htt clearance: 19.2; Htt clearance grain fraction: 16.2

Results for Cc1ccc(-c2cccc(NC(=O)C3C(C(=O)O)[C@@H]4C=C[C@H]3C4)c2)o1 (some centres undefined) ?
Htt clearance: 50.8; Htt clearance grain fraction: 17.7

What do the screens show for `C=CCOc1ccccc1/C=c1\sc2nc(=O)c(C)nn2c1=O`?
Htt clearance: 32.8; Htt clearance grain fraction: 14.3

Results for Cc1nnc(SCC(=O)N2CCN(S(=O)(=O)c3ccccc3)CC2)[nH]c1=O ?
Htt clearance: -60.0; Htt clearance grain fraction: 30.9

How did CCN(CC)C(=O)c1ccc(COc2ccccc2Cl)cc1 do in these assays?
Htt clearance: -56.4; Htt clearance grain fraction: 59.1

What do the screens show for `Cc1ccc(CSc2nnc(-c3ccc(S(=O)(=O)N4CCCC4)cc3)o2)cc1`?
Htt clearance: -11.2; Htt clearance grain fraction: 22.5

What do the screens show for `O=C(NCc1ccco1)c1csc(Nc2ccccc2Cl)n1`?
Htt clearance: -49.5; Htt clearance grain fraction: 69.2

What do the screens show for `CCOc1ccc(NS(=O)(=O)c2ccc3[nH]cc(C(=O)N(CC)CC)c(=O)c3c2)cc1`?
Htt clearance: -6.3; Htt clearance grain fraction: 43.1

Results for CN(C)/C=C(\C#N)c1nc2ccccc2[nH]1 ?
Htt clearance: -52.4; Htt clearance grain fraction: 27

How did O=C(Nc1nc(-c2ccc(Cl)s2)cs1)c1ccccc1 do in these assays?
Htt clearance: 1.7; Htt clearance grain fraction: 19.1

How did COc1ccc(C2c3c(n[nH]c3C)CC(C)(O)C2C(C)=O)cc1OC (centres undefined) do in these assays?
Htt clearance: 23.4; Htt clearance grain fraction: 33.7

Results for Cc1ccc(-c2cn3cccnc3n2)cc1NC(=O)c1ccc(Br)o1 ?
Htt clearance: -4.5; Htt clearance grain fraction: 19.3

How did O=S(=O)(O)c1nc2ccccc2n1Cc1ccc(Cl)cc1 do in these assays?
Htt clearance: -110.0; Htt clearance grain fraction: 66.5

How did COc1ccccc1N1C(=O)N(C(C)=O)C2C1Nc1ccccc1N2C (centres undefined) do in these assays?
Htt clearance: 32.5; Htt clearance grain fraction: 22.4

How did CCOC(=O)C1CCN(C(=O)COc2ccc(S(=O)(=O)NC(C)(C)C)cc2)CC1 do in these assays?
Htt clearance: 2.5; Htt clearance grain fraction: 18.9

Results for CN(CC(=O)N1CCN(c2cccc(Cl)c2)CC1)S(=O)(=O)c1cccs1 ?
Htt clearance: -4.7; Htt clearance grain fraction: 22

How did O=C1CCCc2sccc2N1 do in these assays?
Htt clearance: -10.1; Htt clearance grain fraction: 40.8

Results for CC(C)(C)NCC(O)COc1ccccc1C(=O)CCc1ccccc1 (centres undefined) ?
Htt clearance: -30.2; Htt clearance grain fraction: 27.4

Results for CS(=O)(=O)N(Cc1ccc(F)cc1)Cc1nc2ccccc2c(=O)[nH]1 ?
Htt clearance: 13.2; Htt clearance grain fraction: 25.4

How did COC(=O)c1ccc(/C=N/NC(=O)CC(=O)NC(C)C)cc1 do in these assays?
Htt clearance: 52.9; Htt clearance grain fraction: 14.2

What do the screens show for `O=C(OCc1ccc(Cl)cc1)c1ccccc1C(=O)c1ccccc1`?
Htt clearance: 23.4; Htt clearance grain fraction: 16.9

How did COc1cccc(N2CCN(Cc3nc4ccccc4c(=O)[nH]3)CC2)c1 do in these assays?
Htt clearance: 7.1; Htt clearance grain fraction: 17.4

How did C=CCN=C(CC)C1=C(O)CCCC1=O do in these assays?
Htt clearance: 5.3; Htt clearance grain fraction: 20.7

How did COCCn1cnc2cc(C)c(C)cc21 do in these assays?
Htt clearance: -7.3; Htt clearance grain fraction: 36.3

Results for CCOC(=O)N1CCC(Nc2c(Nc3ccc(C)c(C)c3)c(=O)c2=O)CC1 ?
Htt clearance: -9.2; Htt clearance grain fraction: 37.6

What do the screens show for `Cc1ccc(S(=O)(=O)NC(C)(C)CSc2nncn2C)cc1`?
Htt clearance: -2.5; Htt clearance grain fraction: 28.6

What do the screens show for `CCOC(=O)c1sc(=N)n(-c2ccc(OC)cc2)c1C`?
Htt clearance: 0.5; Htt clearance grain fraction: 36.1

How did COc1cccc(C(=O)N2CCN=C2SCc2cccnc2)c1OC do in these assays?
Htt clearance: -27.9; Htt clearance grain fraction: 52.4

Results for O=C1CCc2cc(S(=O)(=O)N3CCCC3C(=O)NC3CCCCCCC3)ccc2N1 (centres undefined) ?
Htt clearance: 35.8; Htt clearance grain fraction: 33.5

What do the screens show for `Cc1ccc(SC(C)c2nc(-c3cccnc3)no2)cc1` (centres undefined)?
Htt clearance: 20.8; Htt clearance grain fraction: 13.8

What do the screens show for `O=C(COc1ccccc1)NC(Cc1c[nH]c2ccccc12)C(=O)O` (centres undefined)?
Htt clearance: 70.6*; Htt clearance grain fraction: 10.8*

What do the screens show for `COc1ccc(OC(C)C(=O)NC2CC(C)(C)NC(C)(C)C2)cc1` (centres undefined)?
Htt clearance: 46.6; Htt clearance grain fraction: 11.3

How did COc1ccc(-n2c(SCC(=O)NCC3CCCO3)nc3n[nH]c(C)c3c2=N)cc1 (centres undefined) do in these assays?
Htt clearance: -127.3; Htt clearance grain fraction: 85.4

Results for CCOC(=O)C1=C(C)NC(SCC(=O)Nc2cc(C)on2)=C(C#N)C1c1cccs1 (centres undefined) ?
Htt clearance: 37.0; Htt clearance grain fraction: 12.7

How did COC(=O)c1cc(C(=O)OC)cc(S(=O)(=O)Nc2ccc(Cl)c(N)c2)c1 do in these assays?
Htt clearance: 17.6; Htt clearance grain fraction: 16.7

What do the screens show for `O=C(Cn1ncc2c(=O)oc3ccccc3c21)NCC1COc2ccccc2O1` (centres undefined)?
Htt clearance: 49.8; Htt clearance grain fraction: 22.7

Results for O=C(Cn1nnc(-c2cccc(C(F)(F)F)c2)n1)NC(=O)NCc1ccco1 ?
Htt clearance: -13.1; Htt clearance grain fraction: 21.2

Results for CCOc1cccc(CNn2cnnc2)c1OCc1ccccc1 ?
Htt clearance: 21.4; Htt clearance grain fraction: 31.4

Results for O=C(NCc1ccc2c(c1)OCO2)C1CC(=O)N(c2ccc(F)cc2)C1 (centres undefined) ?
Htt clearance: 3.3; Htt clearance grain fraction: 18.7

How did O=C(Nc1ncnc2sc3c(c12)CCC3)c1ccco1 do in these assays?
Htt clearance: -7.0; Htt clearance grain fraction: 20.8

How did CCN(CC)C(=O)c1ccc(COc2ccccc2Br)o1 do in these assays?
Htt clearance: 22.1; Htt clearance grain fraction: 33.8

How did CCOC(=O)Nc1ccc2c(c1)Nc1ccccc1S2 do in these assays?
Htt clearance: 44.8; Htt clearance grain fraction: 23.4

What do the screens show for `CCOc1ccc(-n2c(Cc3cc(=O)[nH]c(=O)[nH]3)nnc2SCC(N)=O)cc1`?
Htt clearance: 1.6; Htt clearance grain fraction: 17.1

Not all compounds are listed; rates above refer to the full screens.
